Screening results: PubChem, Broad Institute
GASC1 inh = blocks human GASC-1 (KDM4C) demethylase activity. inhibition, % at 12.5 µM. Q9H3R0. GST-KDM4C 2-372, H3K9me3 peptide, LANCE TR-FRET. 0.15% of 96,000 active;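 active means mean replicate inhibition above about 25%, with at least 55% of replicates also reaching it, limit read from the data, passing the limit was not always enough; inconclusive means only one of those two conditions met; inactive means neither condition met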
Target sequence (Q9H3R0 2-372 limits assumed): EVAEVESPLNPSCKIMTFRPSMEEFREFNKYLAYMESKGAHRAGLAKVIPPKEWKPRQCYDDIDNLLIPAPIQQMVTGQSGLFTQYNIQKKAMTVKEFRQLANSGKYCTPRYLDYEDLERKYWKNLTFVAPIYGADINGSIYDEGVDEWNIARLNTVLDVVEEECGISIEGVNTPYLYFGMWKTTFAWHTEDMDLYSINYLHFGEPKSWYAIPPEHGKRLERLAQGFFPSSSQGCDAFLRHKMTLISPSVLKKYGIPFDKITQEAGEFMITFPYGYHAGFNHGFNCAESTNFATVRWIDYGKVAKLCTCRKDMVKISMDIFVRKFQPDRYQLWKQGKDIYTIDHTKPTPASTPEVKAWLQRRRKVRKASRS
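Compound: one test concentration per compound; Material: GST-GASC-1 enzyme fragment 2-372; Amount: GASC-1 enzyme at 10 nM final in reaction; Also added: H3K9me3 peptide substrate, Fe(II), 2-oxoglutarate; Technique: LANCE TR-FRET; Times: 30 min demethylation and 1 h detection at room temperature.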
T cruzi growth = inhibitors of T. cruzi proliferation. 5.9% of 77,000 active. T. cruzi beta-gal in NIH3T3, GalScreen luminescence, 90 h. inhibition, % at 8.34 µM. AID 624255;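 active means mean inhibition above about 93%, with at least 55% of replicates each passing it, limit read from the data, passing the limit was not always enough; inconclusive means only one of those two conditions holds; inactive means neither condition holds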
C diff HTS = blocks growth of Clostridium difficile; Clostridium difficile clinical isolate growth, OD600, 24 h; active compounds read low; 0.25% of 86,000 active; growth activity, negative = inhibition, % at 16 µg/mL (by protocol);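 active means mean growth activity at or below -80% and every replicate also at or below -80%; inconclusive means mean at or below -80% but some replicate above -80%; inactive means mean growth activity above -80%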;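 further: 0% = DMSO wells and -100% = levofloxacin 16 µg/mL wells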
Pf Dd2 growth = inhibitors of Plasmodium falciparum Dd2 growth | P. falciparum Dd2 growth, SYBR Green, 72 h; active compounds read low | AID 1159554 | activity change, % at 10 µM | 2.3% of 94,000 active; in the data active means activity change below about -80%; inconclusive means no clear call, values can overlap the other calls
* = called active by the depositor; ? = inconclusive; . = not tested or not shown; & = joins results of further samples.

SMILES | GASC1 inh | T cruzi growth | C diff HTS | Pf Dd2 growth
C/C=C/c1ccc([C@H]2[C@@H](CO)N(C(=O)CN(C)C)C23CN(C(=O)C2CCCCC2)C3)cc1 | 0.2 | . | 2.1 | -65.5
C[C@@H]1CN([C@H](C)CO)C(=O)CCCn2nncc2CO[C@H]1CN(C)Cc1ccc2c(c1)OCCO2 | -0.6 | -12.1&-20.1 | . | 5.2&-9.6
C[C@H](CO)N1C[C@H](C)[C@H](CN(C)S(=O)(=O)c2cccs2)Oc2ccc(NC(=O)c3ccncc3)cc2C1=O | -1.0 | 44.3 | . | -8.9
N#C[C@H]1[C@H](c2ccccc2-c2ccccc2)[C@@H](CO)N1C(=O)Cc1cccnc1 | -1.8 | . | -1.5 | 18.1
N#C[C@@H]1[C@H](c2ccc(C3=CCCC3)cc2)[C@H](CO)N1C(=O)NC1CCCC1 | -2.6 | 16.6 | -2.0 | -33.9
C[C@@H](NC(=O)C[C@@H]1CC[C@H]2[C@H](COc3ccc(NS(=O)(=O)c4ccc(Cl)cc4)cc3C(=O)N2C)O1)c1ccccc1 | -0.6 | 80.7 | -8.2 | 9.9
C[C@H](CO)N1C[C@H](C)[C@H](CN(C)CC2CC2)Oc2ccc(NS(=O)(=O)c3cccs3)cc2C1=O | -0.3 | 15.5 | 0.6 | -39.8
COCCNC(=O)C[C@@H]1CC[C@H]2[C@@H](COC[C@H](O)CN2C(=O)Nc2ccc3c(c2)OCO3)O1 | 3.4 | -68.9 | 0.4&-2.8 | -22.4
COc1cccc(CN(C)C[C@H]2OCc3ccccc3-c3ccccc3C(=O)N([C@H](C)CO)C[C@@H]2C)c1 | -0.5 | 65.0 | -12.5 | -20.5
C/C=C/c1ccc(C2[C@H]3CNC[C@@H]2N3S(=O)(=O)c2cccc(F)c2)cc1 (some centres not stated) | -1.2&0.0 | . | -14.4&6.5 | 6.7&24.9
CCCC(=O)Nc1ccc2c(c1)OC[C@@H](C)N(Cc1cccc(F)c1)C[C@@H](C)[C@H](OC)CN(C)C2=O | 1.6 | 90.3 | . | -87.5*
COCC#Cc1cnc2c(c1)C(=O)N([C@@H](C)CO)C[C@H](C)[C@@H](CN(C)C(=O)c1ccc(F)cc1)O2 | -0.5 | 33.6 | -2.5 | -0.6
CCCC#Cc1ccc2c(c1)O[C@@H](CN(C)CC1CCOCC1)[C@H](C)CN([C@H](C)CO)S2(=O)=O | -0.6 | . | 5.7 | -17.1
O=C(Nc1ccccc1)N[C@@H]1CC[C@@H](CCNS(=O)(=O)c2ccccc2F)O[C@@H]1CO | -0.1 | 23.8 | 0.4 | -15.6
CC(=O)N(C)C[C@H]1Oc2cc(-c3ccc(C#N)cc3)ccc2S(=O)(=O)N([C@H](C)CO)C[C@@H]1C | 0.5 | 29.4 | 2.8 | -6.7
C[C@H]1CN([C@@H](C)CO)S(=O)(=O)c2ccc(C#CCN(C)C)cc2O[C@H]1CN(C)Cc1ccccn1 | 2.2 | 91.8* | -5.5 | -18.0
COc1ccc2c3c(n(C)c2c1)[C@@H](CO)N(Cc1cccc(F)c1)CC31CN(C)C1 | -0.9 | . | -5.9 | -71.6
COc1ccc(NC(=O)N2C[C@@H]3[C@H](c4ccccc42)[C@H](CO)N3Cc2ccccn2)cc1 | 8.5 | 17.2 | 8.7 | -9.1
C[C@H](O)C#Cc1ccc2c(c1)O[C@@H](CN(C)C(=O)Cc1ccccn1)[C@@H](C)CN([C@H](C)CO)S2(=O)=O | -2.1 | 6.6 | -1.1 | 5.8
O=C(C[C@@H]1C[C@H]2c3cc(NC(=O)C4CCC4)ccc3O[C@H]2[C@H](CO)O1)NC1CCCCC1 | 1.9 | -13.8 | . | 21.7
C[C@H](NC(=O)C[C@@H]1CC[C@@H]2[C@H](COC[C@H](O)CN2C(=O)Nc2cccc(F)c2)O1)c1ccccc1 | -0.3 | 34.5 | 1.3 | -8.4
CN1c2ccc(C#Cc3cccnc3)cc2[C@H]2[C@H](CCN2C(=O)Nc2cc(F)ccc2F)[C@@H]1CO | -0.4 | 51.3 | 5.9 | -63.6
C[C@H](CO)N1C[C@H](C)[C@H](CN(C)Cc2ccc(F)cc2)Oc2ncc(C#Cc3ccccc3)cc2C1=O | -0.1 | ? | . | -5.3
Cn1cnc(S(=O)(=O)N2CCCCN3[C@H](CO)[C@@H](c4ccc(-c5cccc(F)c5)cc4)[C@H]3C2)c1 | -1.0 | 39.7 | -11.8 | 18.6
C[C@H](CO)N1C[C@H](C)[C@@H](CN(C)Cc2ccc3c(c2)OCO3)OCCCC[C@H](C)Oc2ccc(NC(=O)CCCN(C)C)cc2C1=O | 1.3 | 20.7 | 0.5 | 4.4
Cc1noc(C)c1S(=O)(=O)Nc1ccc2c(c1)CC(=O)N([C@H](C)CO)C[C@@H](C)[C@H](CN(C)CC1CC1)O2 | 0.8 | 28.8 | -1.2 | -9.4
CN1[C@@H]2Cn3c(ccc(-c4ccccc4)c3=O)[C@H]1[C@@H](C(=O)N1CCC(Cc3ccccc3)CC1)[C@@H]2CO | -0.6 | 46.9 | -0.8 | -3.5
C[C@@H]1CN([C@@H](C)CO)C(=O)c2cccc(NC(=O)c3ccncc3)c2O[C@H]1CN(C)S(C)(=O)=O | 0.4 | 53.9 | 0.7 | 5.1
CCC(=O)N1CC[C@@H]2[C@H]1c1cc(-c3ccc(OC)cc3)ccc1N(C)[C@H]2CO | 1.2 | 94.2 | 6.9 | -6.5
COc1cccc(NC(=O)N[C@@H]2C=C[C@@H](CC(=O)N3CCCCC3)O[C@@H]2CO)c1 | 34.0* | . | -1.6 | -0.8
Cc1noc(C)c1S(=O)(=O)N(C)C[C@@H]1OCc2cnnn2CCCC(=O)N([C@@H](C)CO)C[C@H]1C | . | -130.1 | . | 2.1
CCC(=O)N1CC2(C1)CN(C(=O)c1ccccn1)[C@H](CO)c1c2c2ccc(OC)cc2n1C | 0.2 | . | 8.2 | 30.9
COc1ccccc1-c1cnc2c(c1)C(=O)N([C@H](C)CO)C[C@H](C)[C@@H](CN(C)C(=O)CC1CC1)O2 | 0.3 | . | -1.4 | -14.4
C[C@H]1CN([C@@H](C)CO)C(=O)c2cccc(NC(=O)Nc3ccc4c(c3)OCO4)c2O[C@H]1CN(C)S(=O)(=O)c1ccccc1 | 4.7 | 14.3 | 2.2 | 6.1
C[C@@H]1CN([C@@H](C)CO)C(=O)c2cc(NC(=O)CCC(F)(F)F)ccc2O[C@@H](C)CCCCO[C@H]1CN(C)C | 1.8 | -25.9 | 1.7 | 13.5
COc1ccc(C#Cc2ccc([C@H]3[C@H]4CN(Cc5ccccc5F)CCCCN4[C@H]3CO)cc2)cc1 | -2.7 | 4.9 | 0.1 | -35.3
C[C@H](CO)N1C[C@H](C)[C@H](CN(C)S(C)(=O)=O)Oc2c(NC(=O)Nc3cccc4ccccc34)cccc2C1=O | -1.2 | 73.4 | 0.0 | 2.9
O=C(Cc1cccnc1)N1CC(=O)N2[C@H](C1)[C@H](c1ccc(C#CC3CCCC3)cc1)[C@@H]2CO | 14.6 | . | -11.1 | -20.9
CO[C@H]1CN(C)C(=O)c2cc(NC(=O)c3cnccn3)ccc2OC[C@H](C)NC[C@@H]1C | -2.0 | -13.6 | . | 40.8
COc1ccc(S(=O)(=O)N(C)C[C@H]2OCCCC[C@@H](C)Oc3ccc(NC(=O)CCC(F)(F)F)cc3C(=O)N([C@H](C)CO)C[C@@H]2C)cc1 | . | 53.4 | -5.5 | -24.2
COc1ccc(CN(C)C[C@H]2OCCCC[C@H](C)Oc3ccc(NS(=O)(=O)c4cccs4)cc3C(=O)N([C@H](C)CO)C[C@H]2C)cc1 | -1.4 | 92.6 | -0.1 | -57.2
C[C@@H]1CN([C@H](C)CO)C(=O)Cc2cc(NC(=O)Cn3cnnn3)ccc2O[C@H]1CN(C)S(=O)(=O)c1cccs1 | -0.3 | 24.9 | -5.9 | 16.2
CCC(=O)N1CCCCN2[C@@H](CO)[C@@H](c3ccc(-c4ccc(F)cc4)cc3)[C@@H]2C1 | -0.4 | 106.9* | 4.1 | -58.5
O=C(CN1CCOCC1)N[C@H]1CC[C@H](CCNS(=O)(=O)c2ccccc2F)O[C@H]1CO | -0.4 | 29.1 | . | 7.5
COc1ccccc1NC(=O)N1C[C@H]2[C@@H](c3ccccc31)[C@@H](CO)N2C(=O)C1CC1 | -2.4 | 26.3 | -5.0 | 8.3
COCC(=O)Nc1ccc2c(c1)[C@H]1C[C@H](CC(=O)NCc3ccc(OC)cc3)O[C@@H](CO)[C@H]1O2 | 2.7 | 4.1 | 0.1 | 6.6
COc1ccc(CNC(=O)C[C@H]2CC[C@H](NC(=O)CN(C)C)[C@@H](CO)O2)cc1 | 0.4 | 10.3 | . | -1.0
CC(C)NC(=O)N[C@H]1CC[C@@H](CCn2cc(-c3ccc(F)cc3)nn2)O[C@H]1CO | 0.4 | -32.6 | . | 4.4
CO[C@H]1CN(C)C(=O)c2ccc(NC(=O)C3CC3)cc2OC[C@H](C)N(Cc2ccccc2)C[C@@H]1C | 2.9 | . | -23.2 | 8.9
CO[C@@H]1CN(C)C(=O)c2cc(C#N)ccc2OC[C@H]2O[C@@H](CC[C@H]2OC)CCN(C)C(=O)[C@H]1C | 0.1 | -80.3 | . | 19.5
C[C@@H]1CN([C@H](C)CO)C(=O)Cc2cc(NS(=O)(=O)c3cn(C)cn3)ccc2O[C@H]1CN(C)S(=O)(=O)c1cccs1 | 1.6 | 8.3 | 1.4 | 26.9
C[C@H]1CN([C@@H](C)CO)C(=O)c2cccc(NC(=O)NC3CCCCC3)c2O[C@@H]1CN(C)S(=O)(=O)c1ccc(F)cc1 | 0.0 | 22.6 | -2.4 | -8.7
COc1cccc(NC(=O)C[C@@H]2CC[C@H]3[C@H](COc4ccc(NC(=O)C5CCC5)cc4C(=O)N3C)O2)c1 | -0.7 | . | -4.1 | 10.9
CN1c2ccc(-c3ccc(C#N)cc3)cc2[C@H]2[C@H](CCN2S(=O)(=O)c2cccc(F)c2)[C@H]1CO | -35.9 | 49.6 | -2.6 | 4.0
C/C=C/c1ccc2c(c1)[C@H]1[C@H](CCN1S(=O)(=O)c1ccccc1F)[C@H](CO)N2 | -0.8 | 55.7 | 4.8 | -68.1
C[C@H](CO)N1C[C@H](C)[C@H](CN(C)Cc2ccc3c(c2)OCO3)Oc2c(NC(=O)c3nc4ccccc4s3)cccc2C1=O | -2.2 | . | . | -43.5
CN1CCN(C(=O)C[C@@H]2C=C[C@@H](NC(=O)Cc3ccccn3)[C@@H](CO)O2)CC1 | -0.8 | -39.0 | . | 14.1
C[C@H](CO)N1C[C@H](C)[C@H](CN(C)Cc2ccc(C(=O)O)cc2)Oc2ccc(NC(=O)C3CCCCC3)cc2C1=O | 0.2 | -22.8 | -3.5 | 42.2
CNC[C@@H]1OCCCC[C@@H](C)Oc2ccc(NS(=O)(=O)c3ccc(F)cc3)cc2C(=O)N([C@H](C)CO)C[C@@H]1C | -0.4 | 15.5 | -0.6 | 9.5
Cc1noc(C)c1S(=O)(=O)Nc1ccc2c(c1)C(=O)N([C@H](C)CO)C[C@@H](C)[C@H](CN(C)C(=O)Nc1ccc3c(c1)OCO3)O2 | -0.3 | 7.1 | . | 10.9
CO[C@@H]1CN(C)C(=O)c2cc(NC(=O)Nc3ccccc3F)ccc2OC[C@H](C)NC[C@@H]1C | 0.5 | -24.9 | . | -6.4
COc1ccc(S(=O)(=O)N(C)C[C@@H]2OCc3ccccc3-c3c(n(C)c4ccccc34)C(=O)N([C@H](C)CO)C[C@@H]2C)cc1 | -0.6 | 72.2 | . | -83.3*

Shown in markdown: seven of the compounds above.
| Structure | GASC1 inh | T cruzi growth | C diff HTS | Pf Dd2 growth |
| --- | --- | --- | --- | --- |
| N#C[C@@H]1[C@H](c2ccc(C3=CCCC3)cc2)[C@H](CO)N1C(=O)NC1CCCC1 | -2.6 | 16.6 | -2.0 | -33.9 |
| C[C@@H](NC(=O)C[C@@H]1CC[C@H]2[C@H](COc3ccc(NS(=O)(=O)c4ccc(Cl)cc4)cc3C(=O)N2C)O1)c1ccccc1 | -0.6 | 80.7 | -8.2 | 9.9 |
| C[C@H](CO)N1C[C@H](C)[C@H](CN(C)CC2CC2)Oc2ccc(NS(=O)(=O)c3cccs3)cc2C1=O | -0.3 | 15.5 | 0.6 | -39.8 |
| COCCNC(=O)C[C@@H]1CC[C@H]2[C@@H](COC[C@H](O)CN2C(=O)Nc2ccc3c(c2)OCO3)O1 | 3.4 | -68.9 | 0.4&-2.8 | -22.4 |
| COc1cccc(CN(C)C[C@H]2OCc3ccccc3-c3ccccc3C(=O)N([C@H](C)CO)C[C@@H]2C)c1 | -0.5 | 65.0 | -12.5 | -20.5 |
| C/C=C/c1ccc(C2[C@H]3CNC[C@@H]2N3S(=O)(=O)c2cccc(F)c2)cc1 (some centres not stated) | -1.2&0.0 | . | -14.4&6.5 | 6.7&24.9 |
| CCCC(=O)Nc1ccc2c(c1)OC[C@@H](C)N(Cc1cccc(F)c1)C[C@@H](C)[C@H](OC)CN(C)C2=O | 1.6 | 90.3 | . | -87.5* |
